# High-throughput results (PubChem)
# pAkt inh – Akt phosphorylation inhibition. Neuro2A IGF-stimulated pAkt S473 HTRF, 20 min; stronger effect = lower value. activity change, % for hits at 50 µM. 360,000 compounds, 0.32% hits. AID 651550; in the data active = activity change below about -80%; inconclusive = mostly about -51% to -80%; note: % is set by controls: 0 for no effect and ±100 for the full control effect
#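 Neuro2A cells in DMEM with 0.5% FBS, overnight at 37 deg C, given compound at single 50 µM final, then IGF (6 nM final) for 20 min at 37 deg C. Lysed; phospho-Akt Ser473 by HTRF after 24 h, 665/615 ratio.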
# CCT chaperon mod – modulators of cytosolic chaperonin (CCT/TRiC) activity | 360,000 compounds, 0.3% hits | purified chaperonin ATPase assay, HTRF ADP detection, 30 min | AID 651819 | activity change, % (no concentration beside the values), hits read low; in the data active = activity change below about -30%; note: % is set by controls: 0 for no effect and ±100 for the full control effect
#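 We incubate TRiC, 40 or 20 nM final, with library compounds at 76 uM and 10 uM ATP for 30 min at 37 °C. ADP formed is detected with Transcreener HTRF reagents after 30 min at room temperature.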
# EPAC2 antagonist – blocks human EPAC2 exchange factor. Q8WZA2. EPAC2 GEF exchange of Rap1B-BODIPY-GDP, fluorescence. Potency, µM (titrated, usually from 114 µM), without a hit: at the highest dose activity, negative = inhibition, actives largely listed as inhibitors. 360,000 compounds, 0.18% hits; note: potency is the fitted concentration of half-maximal effect; % is set by controls: 0 for no effect and ±100 for the full control effect; nearly all actives have a fitted effect of over 45% in size; many of its hits are not listed in these tables
# Target sequence (Q8WZA2 whole entry, looked up): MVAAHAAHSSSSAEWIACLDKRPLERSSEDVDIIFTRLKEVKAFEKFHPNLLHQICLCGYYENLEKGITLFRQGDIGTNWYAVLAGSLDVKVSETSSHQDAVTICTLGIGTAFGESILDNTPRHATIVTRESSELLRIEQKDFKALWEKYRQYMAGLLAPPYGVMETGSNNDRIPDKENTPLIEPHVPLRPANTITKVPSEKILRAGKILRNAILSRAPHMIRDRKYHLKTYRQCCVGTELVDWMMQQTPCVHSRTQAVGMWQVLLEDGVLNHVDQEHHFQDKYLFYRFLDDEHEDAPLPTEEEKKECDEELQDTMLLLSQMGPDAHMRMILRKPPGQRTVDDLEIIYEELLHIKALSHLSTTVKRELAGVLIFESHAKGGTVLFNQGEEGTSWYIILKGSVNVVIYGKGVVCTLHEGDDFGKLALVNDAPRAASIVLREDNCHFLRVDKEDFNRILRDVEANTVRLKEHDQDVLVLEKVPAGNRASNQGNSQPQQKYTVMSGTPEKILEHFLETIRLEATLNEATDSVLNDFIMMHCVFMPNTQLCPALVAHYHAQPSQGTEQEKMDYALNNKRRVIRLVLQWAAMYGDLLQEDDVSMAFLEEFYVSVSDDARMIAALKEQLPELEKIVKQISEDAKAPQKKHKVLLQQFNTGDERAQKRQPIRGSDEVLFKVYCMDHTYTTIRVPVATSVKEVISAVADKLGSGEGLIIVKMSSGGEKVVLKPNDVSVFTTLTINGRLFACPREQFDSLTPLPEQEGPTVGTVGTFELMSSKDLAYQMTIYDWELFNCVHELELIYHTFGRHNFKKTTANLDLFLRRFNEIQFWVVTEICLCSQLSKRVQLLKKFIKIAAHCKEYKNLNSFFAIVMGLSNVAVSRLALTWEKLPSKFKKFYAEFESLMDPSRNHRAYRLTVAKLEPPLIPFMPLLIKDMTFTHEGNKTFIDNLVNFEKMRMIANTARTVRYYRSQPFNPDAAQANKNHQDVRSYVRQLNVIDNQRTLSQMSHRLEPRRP
# D3 ag – activates the human D3 dopamine receptor | max activation, % | 410,000 compounds, 0.58% hits | D3R DiscoveRx beta-arrestin cells, luminescence, 90 min | P35462 | AID 652048; in the data active = max activation above about 30%; note: 0% is about no effect; mostly tested at two doses, the higher about 12 µM
#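 Cells at 1500/well, incubated overnight, then treated with pinned compounds (dopamine as control) for 90 min at 37 degrees C. DiscoveRx reagent added for 30 - 60 minutes at room temperature; luminescence read.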
# D3 antag – antagonists of human D3 dopamine receptor | P35462 | D3R cells, DiscoveRx beta-arrestin luminescence, antagonist mode; stronger effect = lower value | max response, negative = inhibition, % | 360,000 compounds, 2.5% hits | AID 652054; in the data active = max response below about -50%; inconclusive = no clear call, values can overlap the other calls; note: % is set by controls: 0 for no effect and ±100 for the full control effect; mostly tested at two doses, the higher about 12 µM
#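 Cells plated overnight at 1500 cells/well, then exposed to library compounds with dopamine controls for 90 minutes at 37 degrees C. DiscoveRx reagent added for 30–60 minutes at room temperature; luminescence read, quantitative HTS format.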
# PTHR1 ag – agonists of human PTHR1 parathyroid hormone receptor; Q03431; HEK293 GP2 PTHR1 cells, GloSensor cAMP luminescence, 1 h; Potency, µM (series often up to 115 µM), for inactives: top-dose activation, usual class: activators; 410,000 compounds, 0.075% hits; note: potency is the fitted concentration of half-maximal effect; nearly all actives have a fitted effect of over 55% in size; some results filed as inactive show a strong effect at the top dose; inactives centre near -15; many of its hits are not listed in these tables
#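 HEK-293-derived GP2 cells expressing PTHR1 and a GloSensor cAMP reporter, 3,000/well, plated overnight, given luciferin plus IBMX (each 0.5 mM as added) for 1 h at 37 °C, then compound for 1 h at 37 °C. Luminescence was read after 15 min at room temperature.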
# EPAC2 agonist – EPAC2 (human) agonism. Q8WZA2. EPAC2 activation, biochemical qHTS; response scale: 100% = 6.5 mM cAMP response. Potency, µM (top dose mostly 154 µM), inactives show at the top dose activation, actives largely listed as activators. 360,000 compounds, 0.079% hits. AID 720711; note: potency is the fitted concentration of half-maximal effect; nearly all actives have a fitted effect of over 50% in size
#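 qHTS, titration series. 100 nM EPAC2 / 250 nM Rap1B-BODIPY-GDP / 50 uM GDP; RT; ex 480/em 540 nm, 5-min reads to 30 min. Norm. to 6.5 mM cAMP = activation.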
# MmCpn inh – blocks the Methanococcus maripaludis chaperonin Mm-Cpn | AID 504842 | Potency, µM (highest dose often 76.9 µM), for the others: at the highest dose activity, negative = inhibition, most hits filed as inhibitors | purified Mm-Cpn ATPase, ADP Transcreener TR-FRET | 330,000 compounds, 0.031% hits; note: potency is the fitted concentration of half-maximal effect; % is set by controls: 0 for no effect and ±100 for the full control effect; nearly all actives have a fitted effect of over 80% in size
#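 25 nM Mm-CPN + cpd, 10 min 37°C; + 10 uM ATP, 30 min 37°C; buffer 30 mM Tris pH 7.4, 100 mM KCl, 5 mM MgCl2, 1 mM DTT; Transcreener ADP HTRF detection 30 min RT.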
# Numbers without * were called inactive; i = inactive; ? = inconclusive; . = not tested or not shown; [ ] = another dose, or the depositor's remark. Unless noted, calls come from the whole dose curve; as a rule, active = well fitted curve in the direction sought with a large enough effect; inconclusive = small, poorly fitted or top-dose-only effect, or another doubt; inactive = no such curve, though single readings can be large; an effect the other way counts as inactive or inconclusive. Not all compounds are listed; rates above refer to the full screens.
SMILES,pAkt inh,CCT chaperon mod,EPAC2 antagonist,D3 ag,D3 antag,PTHR1 ag,EPAC2 agonist,MmCpn inh
COc1cc(O)cc(/C=C/c2ccccc2)c1,i,-3.8,-28%,70*,6,-56%[inhibitor],15%,.
COc1ccc(OCC(=O)Nc2c(Cl)ccc3nsnc23)cc1,i,2.1,5%,-10,0,-9%,11%,0%
CCc1ccc2c(CN3CCN(S(=O)(=O)c4ccccc4F)CC3)cc(=O)oc2c1,i,2.1,2%,-9,4,-19%,1%,0%
O=C(CCN1CCCCC1)N1CCc2c([nH]c3ccccc23)C1c1cccnc1 (stereo not given),i,0.4,-2%,-6,7,i,1%,.
COc1cc2c(cc1NC(=S)Nc1cccc(C)c1)oc1ccccc12,i,0.7,-14%,-3,?,i,9%,-4%
O=C(/C=C/c1cccc([N+](=O)[O-])c1)N1CCN(S(=O)(=O)c2cccs2)CC1,i,-0.8,-2%,-19,-27,-15%,13%,-2%
O=C(Nc1ccc(Cl)cc1)c1ccc(Br)cc1F,i,0.1,9%,-2,-6,-28%,-4%,2%
CC(C)CC(NC(=O)CCC(=O)OCC(=O)[C@@]1(O)CCC2[C@@H]3CCC4=CC(=O)C=C[C@]4(C)C3[C@@H](O)C[C@@]21C)C(=O)O (stereo not given in full),i,-11,-5%,3,21,-22%,-8%,0%
COc1cc(/C=C/C(=O)OCC(=O)Nc2cc(S(=O)(=O)N(C)C)ccc2Cl)ccc1O,i,-0.9,3%,0,-5,-25%,-6%,3%
O=C(Nc1ncc2c(n1)-c1ccccc1CC2)c1ccc(Cl)cc1,i,-3.2,-4%,-33,-12,-6%[57.5 µM],9%,1%
CCCCOc1ccc(C(=O)NCC(=O)NCc2ccncc2)cc1,i,-4.4,2%,4,-2,i,10%,-1%
Cc1ccc(CN(C)C(=O)C2CCC(=O)N(C3CCCCCC3)C2)cc1 (stereo not given),i,0.9,2%,15,2,-4%,-1%,-1%
O=C(CSCc1cccc(Cl)c1)OCc1nc2ccsc2c(=O)[nH]1,i,0.0,-1%,-6,-3,?,7%,-1%
C/C(=N\NC(=O)c1ccn(C)n1)c1ccc(NC(=O)C2CCC2)cc1,i,-2.8,9%,-14,-5,?,13%,3%
O=C(NCC(=O)N1CCCCCCC1)c1ccc(Cl)c(Cl)c1,i,-0.1,17%,-1,-7,-9%,10%,.
CN1C(C(=O)Nc2ccc(C(=O)O)cc2)=C(O)c2ccccc2S1(=O)=O,i,0.2,-4%,60*,-11,19%,6%,-3%
Cc1ccc(-n2nnnc2SCC(=O)NC(C(=O)O)(c2ccccc2)c2ccccc2)cc1C,i,-1.7,-12%,1,8,i,0%,-1%
CC(=O)c1ccc(NC(=O)/C(Cl)=C/c2ccccc2)cc1,i,-3.7,11%,1,2,-22%,10%,0%
CCC(COC(=O)Nc1ccccc1)NC(=O)OC(C)C (stereo not given),i,-1.2,1%,9,-2,i,6%,2%
CCCC(=O)Nc1ccc(C(=O)NNC(=O)c2ccco2)cc1,i,-0.3,-2%,12,3,i,0%,1%
CCc1ccc2c(c1)NC(=O)C2(C)Cc1cccc(F)c1 (stereo not given),.,1.2,?,-1,12,-18%,-7%,.
CCc1ccc(-c2csc3ncn(Cc4ccc(C(=O)O)cc4)c(=O)c23)cc1,i,0.3,-9%,-9,-20,i,4%,1%
CCN(C(=S)NC(=O)Cc1ccc(OC)cc1)c1ccccc1,i,-1.4,-1%,-6,-15,-11%,12%,.
CC(=O)c1c(C(C)=O)c(C)n(-c2nc(-c3cccs3)c(C)s2)c1C,i,-2.3,-3%,8,-8,i,13%,2%
CSc1nc2ccc(NC(=O)COc3ccccc3F)cc2s1,i,-5.5,-3%,-1,8,-31%[inhibitor],3%,-4%
SMILES,pAkt inh,CCT chaperon mod,EPAC2 antagonist,D3 ag,D3 antag,PTHR1 ag,EPAC2 agonist,MmCpn inh
CCOC(=O)N1CCN(C(=O)c2ccc3c(=O)n(CCc4ccc(OC)c(OC)c4)c(=O)[nH]c3c2)CC1,i,0.9,-10%,10,0,i,-3%,2%
OC[C@H]1O[C@@H](c2nc(-c3cccc4ccccc34)no2)[C@H](O)[C@@H]1O,i,-1.1,3%,-5,-2,-31%[inhibitor],5%,.
CC(C)(C)n1c(O)c2ccc(C(=O)N=NC(=O)c3ccccc3)cc2c1O,i,1.4,15%,-8,-15,-53%[inhibitor],-6%,-5%
CCOc1ccc(-c2c(C)sc3nc[nH]c(=O)c23)cc1,i,0.1,0%,4,21,-29%,-8%,0%
Cc1ccc(F)cc1NC(=O)COC(=O)C1CCN(c2ccc(C(F)(F)F)cn2)CC1,i,-0.7,-8%,7,9,i,-1%,-9%
CC(C)c1ccc(C(C)NCCS(=O)(=O)c2ccc(Cl)cc2)cc1 (stereo not given),i,-11,-18%,-5,?,-75%[inhibitor],17%,-1%
Cc1cccc(-n2c(SCC(=O)N3CC(=O)Nc4ccccc43)nc3ccccc3c2=O)c1C,i,-2.4,0%,-2,3,-20%,7%,0%
Cc1cc(C)cc(N(CCC(=O)Nc2nnc(C)s2)S(=O)(=O)c2ccc(Cl)cc2)c1,i,-0.8,9%,-1,-3,i,3%,2%
CCN(CC)C(=O)c1[nH]cnc1C(=O)Nc1ccc(C)cc1,i,-6.9,11%,11,-15,-31%[inhibitor],2%,0%
CC(NCC1(N2CCOCC2)CCCCC1)C(=O)Nc1ccc(Cl)cc1Cl (stereo not given),i,-3.2,-7%,14,3,-7%,-5%,-2%
Cc1cccc(C(=O)Nc2ccc(NC(=O)c3cccc(C)c3)cc2)c1,i,-2.2,-19%,-2,-15,7%,5%,.
COc1ccc(N(CC(=O)NCc2cccs2)S(=O)(=O)c2ccc(F)cc2)cc1,i,1.0,-8%,7,-5,-22%,11%,1%
COCCn1c(-c2ccc(NC(C)=O)cc2)nc2c1c(=O)[nH]c(=O)n2CC(C)C,i,-2.7,9%,12,15,-16%,8%,-4%
O=C(NC1CC1)c1ccc2snnc2c1,i,-2.7,-9%,-1,4,-3%,6%,1%
CCn1cc(/C=C(\NC(=O)c2cc(OC)c(OC)c(OC)c2)C(=O)NCCCN2CCOCC2)c2ccccc21,i,0.7,2%,4,17,-53%[inhibitor],0%,0%
Cc1cc(C)n(-c2ccc(NC(=O)C3CCCCN3C(=O)c3cccs3)cc2)n1 (stereo not given),i,-21,3%,3,0,-3%,10%,1%
O=C(CCN1C(=O)/C(=C/c2ccccc2Cl)SC1=S)NCCCN1CCOCC1,i,-1.6,7%,-4,15,i,-6%,-4%
O=C(Cn1cnc(S(=O)(=O)N2CCCCC2)c1)N1CCN(c2ccc([N+](=O)[O-])cc2)CC1,i,-2.8,6%,-5,-9,-44%,-1%,-1%
COCCOC(=O)C1=C(C)NC(=S)NC1c1ccc(OCC(=O)N2CC(C)OC(C)C2)c(OC)c1 (stereo not given),i,-1.9,-14%,1,6,i,-4%,.
CCCNC(=O)C1(C)CCCN(C(=O)c2ccc(F)c(Cl)c2)C1 (stereo not given),i,-1.3,23%,5,10,i,2%,.
NC(=O)CS(=O)(=O)c1nc2ccccc2n1Cc1ccccn1,i,2.4,6%,0,-2,-2%,-4%,-4%
CC1CCCCC12NC(=O)N(CC(=O)OCC(=O)NCc1ccc(F)cc1)C2=O (stereo not given),i,2.5,1%,-2,7,-23%,1%,2%
CC(Oc1ccccc1)C(=O)OCC(=O)Nc1ccc2c(c1)OCO2 (stereo not given),i,-0.2,-3%,-4,7,i,7%,-2%
O=C(Nc1ccccc1Cl)c1ccc([N+](=O)[O-])o1,i,-4.3,6%,1,5,i,1%,0%
CCN(Cc1ccccc1)S(=O)(=O)c1cc(C(=O)NC(C)C2CC3CCC2C3)ccc1OC (stereo not given),i,0.3,12%,2,-8,-8%,-1%,0%

# 3 compounds from above, showing only D3 antag, D3 ag and pAkt inh.
structure,D3 antag,D3 ag,pAkt inh
Cc1cccc(C(=O)Nc2ccc(NC(=O)c3cccc(C)c3)cc2)c1,-15,-2,i
Cc1ccc(F)cc1NC(=O)COC(=O)C1CCN(c2ccc(C(F)(F)F)cn2)CC1,9,7,i
CCOC(=O)N1CCN(C(=O)c2ccc3c(=O)n(CCc4ccc(OC)c(OC)c4)c(=O)[nH]c3c2)CC1,0,10,i

# Continuation.
SMILES,pAkt inh,CCT chaperon mod,EPAC2 antagonist,D3 ag,D3 antag,PTHR1 ag,EPAC2 agonist,MmCpn inh
CCOC(=O)Cc1csc(NC(=O)CSc2nnc(-c3ccc(OC)cc3)n2C)n1,i,-1.1,1%,8,11,?,-13%,0%
O=C(NC1CCS(=O)(=O)C1)Oc1ccc(Cl)cc1 (stereo not given),i,-0.1,15%,1,-15,i,0%,1%
Cc1ccc2c(c1)CCCN2C(=O)c1ccco1,i,-1.2,4%,-4,-15,-17%[57.5 µM],-2%,2%
COc1ccc(CC2S/C(=C(\C#N)C(=O)NCc3ccco3)N(c3ccc(C)cc3)C2=O)cc1 (stereo not given),i,-0.1,4%,-2,11,i,-6%,?
COc1ccc2c(c1)c(CC(=O)Nc1ccccc1OC)c(C)n2C(=O)c1ccc(Cl)cc1,i,-3.5,-9%,-7,-4,-7%,19%,-9%
COC(=O)CSc1nnnn1-c1cccc2ccccc12,i,-1.7,-1%,-8,-8,2%[57.5 µM],5%,1%
COc1cc(OC)cc(-n2nnnc2SCC(=O)Nc2nc3c(s2)CCCC3)c1,i,-2.7,-5%,-10,-29,-17%[57.5 µM],1%,-2%
CCOC(=O)c1c(/N=C/C2=C(O)CC(C)(C)CC2=O)sc(C(C)=O)c1C,i,0.8,6%,2,-8,?,3%,2%
COC(=O)C1=C(C)N(c2ccc(C)c(C)c2)/C(=C/c2ccco2)C1=O,i,-3.1,14%,-2,-19,-17%,-31%[inhibitor],2%
CCN(C(=O)CSc1nnc(C)n1-c1cccc(C)c1)C1CCS(=O)(=O)C1 (stereo not given),i,-1.2,7%,1,6,-13%,1%,1%
C=CCN1C(=O)/C(=C\c2ccc(Cl)cc2)N=C1SCC(=O)NC1CCCCC1,i,0.8,10%,-3,-9,i,1%,1%
CCOC(=O)CSc1ncnc2c1cnn2-c1ccc(Cl)cc1,i,-14,-2%,-8,5,-29%[57.5 µM],6%,0%
